Assay outcomes from PubChem BioAssay.
D2 PAM: D2 dopamine receptor (human) potentiation; P14416; HEK293 T-REx D2, calcium flux, EC20 dopamine potentiation; potentiation, % at 10 µM; 340,000 compounds, 0.34% hits;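 active = potentiation over 3 SD above the plate norm, cut at about 30% in these data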; also: 0% is about no effect
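Potentiation of an EC20 dopamine calcium response is measured in a force-coupled, tetracycline-inducible Hek293 Trex D2 line. Compound-only kinetic reads over 180 s flag agonists before dopamine addition.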
D1 potentiator: potentiators of human D1 dopamine receptor. P21728. HEK293 TREx D1 cells, calcium flux, dopamine EC20 potentiation. potentiation, % at 10 µM. 360,000 compounds, 0.036% hits; in the data active = potentiation above about 30%; also: 0% is about no effect
LDHA block: blocks human lactate dehydrogenase A; P00338; purified LDHA, NADH/diaphorase-resazurin fluorescence; active compounds read low; activity change, % (values are at about 110 or 230 µM); 480,000 compounds, 0.15% hits; AID 1347041; in the data active = activity change below about -30%; inconclusive = mostly about -25% to -30%;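 also: plate controls were DMSO wells for no effect and wells without enzyme for full effect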
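Resorufin fluorescence (ex540/em590), read at 0 and 20 min after diaphorase/resazurin addition, reports the NADH left after a 5 min room-temperature reaction of 2 nM human LDH5 with 0.06 mM NADH and 0.2 mM pyruvate.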
RXFP1 ag: agonists of human relaxin receptor RXFP1. HEK293T-RXFP1 cAMP TR-FRET, 30 min; response scale: percent of porcine relaxin response, buffer zero. Q9HBX9. 370,000 compounds, 0.3% hits. AID 2676. Potency, µM (series often up to 57.5 µM), without a hit: top-dose activation, hits mostly activators; also: potency is read from the fitted curve at half-maximal effect; % is scaled to controls: 0 for no effect and ±100 for the full control effect; nearly all actives have a fitted effect of over 60% in size; many of its hits are not listed in these tables
Target sequence (Q9HBX9 whole entry, looked up): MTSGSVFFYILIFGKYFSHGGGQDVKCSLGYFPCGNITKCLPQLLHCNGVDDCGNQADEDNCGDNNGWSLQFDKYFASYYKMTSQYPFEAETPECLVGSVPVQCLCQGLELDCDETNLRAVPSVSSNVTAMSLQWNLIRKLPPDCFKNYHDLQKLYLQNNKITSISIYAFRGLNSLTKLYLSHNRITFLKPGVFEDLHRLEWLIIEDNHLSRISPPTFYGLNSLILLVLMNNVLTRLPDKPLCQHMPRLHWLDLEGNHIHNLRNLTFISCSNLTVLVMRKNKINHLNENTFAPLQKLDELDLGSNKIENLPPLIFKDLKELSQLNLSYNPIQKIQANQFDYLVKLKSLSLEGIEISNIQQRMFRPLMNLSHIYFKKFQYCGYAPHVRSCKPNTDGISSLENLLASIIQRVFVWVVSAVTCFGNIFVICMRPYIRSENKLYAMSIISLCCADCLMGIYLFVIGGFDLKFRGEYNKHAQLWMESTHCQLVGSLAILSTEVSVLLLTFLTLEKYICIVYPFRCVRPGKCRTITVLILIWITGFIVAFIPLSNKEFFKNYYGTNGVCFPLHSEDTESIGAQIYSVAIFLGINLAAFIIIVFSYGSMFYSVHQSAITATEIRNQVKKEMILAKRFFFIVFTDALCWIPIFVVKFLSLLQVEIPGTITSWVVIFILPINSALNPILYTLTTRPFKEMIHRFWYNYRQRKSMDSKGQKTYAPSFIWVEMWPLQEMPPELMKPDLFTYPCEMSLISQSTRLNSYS
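HEK293T cells stably expressing RXFP1 were pretreated with the PDE4 inhibitor Ro 20174, exposed to compounds for 30 min at 37C, lysed, and cAMP was read by TR-FRET. Data normalized to buffer (basal) and 29 nM porcine relaxin (100%).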
Glioma ERSR ind: inducers of ER stress response in human glioma cells; 420,000 compounds, 0.02% hits; U87-MG GRP78 promoter luciferase reporter, 16 h; Potency, µM, for inactives: top-dose activation, most hits filed as activators; also: potency is read from the fitted curve at half-maximal effect; series mostly up to about 76 µM; % of control where 0% means no effect; nearly all actives have a fitted effect of over 35% in size
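Stably transfected U87-MG human glioma cells carrying a GRP78-based luminescent sensor were seeded at 1000 cells/well, pin-dosed with compounds and incubated 16 h. Luciferase reagent was then added, and end-point luminescence was read after 10 min at room temperature.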
Vif-APOBEC3G blk: inhibitors of Vif-APOBEC3G interaction. Q9HC16. Potency, µM (highest dose often 46.1 µM), without a hit: at the highest dose activity, negative = active, actives largely listed as inhibitors. HeLa A3G-eYFP + Vif (tagged APOBEC3G with the HIV-1 protein that degrades it), YFP fluorescence, overnight. AID 602310. 410,000 compounds, 0.076% hits;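 also: potency is read from the fitted curve at half-maximal effect; % is scaled to controls: 0 for no effect and ±100 for the full control effect; nearly all actives have a fitted effect of over 60% in size; hits raise eYFP signal because A3G escapes Vif-driven loss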
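HeLa cells stably expressing Vif and C-terminally eYFP-tagged A3G, seeded overnight at 37 deg C, then exposed to compound by pintool overnight at 37 deg C. Rise in yellow fluorescence (Ex 488/Em 500-530, Acumen) marks blocked Vif-driven A3G degradation.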
D1 antagonist: antagonists of human D1 dopamine receptor. 360,000 compounds, 3.2% hits. activity change, negative = inhibition, % at 10 µM. HEK293 TREx D1 cells, calcium flux, dopamine EC80; active compounds read low; in the data active = activity change below about -30%; also: % is scaled to controls: 0 for no effect and ±100 for the full control effect
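Cells carrying a force-coupled, tetracycline-inducible human D1 receptor report calcium flux. Each well gets a 10 s baseline, compound with 180 s monitoring, then an EC80 dopamine stimulus with a second 180 s kinetic read.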
Vif-A3F inh: blocks the Vif interaction with APOBEC3F. AID 602313. Potency, µM (titrated, usually from 46.1 µM), for inactives: top-dose activity, negative = active. HeLa A3F-eYFP + Vif (tagged APOBEC3F with the HIV-1 protein that degrades it), YFP fluorescence increase. 390,000 compounds, 0.2% hits; also: potency is read from the fitted curve at half-maximal effect; % of control where 0% means no effect; nearly all actives have a fitted effect of over 65% in size
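Fluorescence increase (Ex 488/Em 500-530) after overnight compound treatment at 37 deg C flags inhibition of Vif-driven A3F-eYFP loss in stable HeLa A3F-eYFP/Vif cells seeded overnight beforehand.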
D1 agonist: human D1 receptor agonism; activation, % at 2 µM; HEK293 T-REx D1 cells, calcium flux, agonist mode; P21728; 360,000 compounds, 1% hits; in the data active = activation above about 30%; also: 0% is about no effect
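Inducible HEK293 T-REx D1 cells, force-coupled to calcium signalling, were plated at 4000 cells/well with tetracycline and held overnight at 30 C. After no-wash calcium dye loading, compound-evoked calcium rise over 180 s flagged agonists.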
An asterisk follows results filed as active. Unless noted, calls follow the shape of the dose curve; as a rule, active = well fitted curve in the direction sought with a large enough effect; inconclusive = small, poorly fitted or top-dose-only effect, or another doubt; inactive = no such curve, though single readings can be large; an effect the other way counts as inactive or inconclusive.

`O=C(N/N=C/c1ccoc1)c1ccc(Cl)cc1Cl` gave D1 potentiator 2, LDHA block -2, RXFP1 ag -2.0%, Glioma ERSR ind 1%, Vif-APOBEC3G blk 6%, D1 antagonist -6, Vif-A3F inh -9% and D1 agonist -1.
Screening CCn1c(CNC(=O)c2ccc(OC)cc2)nnc1SC returned D2 PAM 0, LDHA block -4, RXFP1 ag 3.9%, Glioma ERSR ind -4%, Vif-APOBEC3G blk 3%, D1 antagonist -2, Vif-A3F inh 2% and D1 agonist 0.
For CC(NCc1ccccc1Cl)C(=O)Nc1ccc(S(=O)(=O)N2CCCC2)cc1 (configuration not stated) the results were D2 PAM 7, D1 potentiator -2, LDHA block inconclusive, RXFP1 ag 2.2%, Glioma ERSR ind -4%, Vif-APOBEC3G blk 0%, D1 antagonist -11, Vif-A3F inh 1% and D1 agonist 2.
Cc1ccc(S(=O)(=O)N2CCCCC2c2cccnc2)c(C)c1C (configuration not stated) was read as D2 PAM -8, D1 potentiator -4, LDHA block 0, RXFP1 ag 1.1%, Glioma ERSR ind 0%, Vif-APOBEC3G blk -3%, D1 antagonist -8, Vif-A3F inh 1% and D1 agonist 8.
Screening OC(c1ccc2c(c1)OCO2)c1nccc2ccccc12 (configuration not stated) returned D2 PAM 11, D1 potentiator -3, LDHA block 15, RXFP1 ag -0.4%, Glioma ERSR ind -3%, Vif-APOBEC3G blk -4%, D1 antagonist 2, Vif-A3F inh -16% and D1 agonist 4.
COc1cc(C(=O)Nc2nnc(CC(=O)N3CCOCC3)s2)cc(OC)c1OC was read as D2 PAM -7, D1 potentiator -2, LDHA block -8, RXFP1 ag 0.1%, Glioma ERSR ind -5%, Vif-APOBEC3G blk 1%, D1 antagonist -23 and D1 agonist 1.
COC(=O)c1cc2oc(C)cc2n1Cc1cccc(Cl)c1 was read as D2 PAM -1, D1 potentiator -4, LDHA block -2, RXFP1 ag 1.3%, Glioma ERSR ind -3%, Vif-APOBEC3G blk inconclusive, D1 antagonist 19, Vif-A3F inh 2% and D1 agonist 2.
Screening N#CC1=C(N)N(c2ccccc2)C2=C(C(=O)CCC2)C1c1ccccc1 (configuration not stated) returned D2 PAM 7, D1 potentiator 5, LDHA block 26, RXFP1 ag -1.8%, Glioma ERSR ind -2%, Vif-APOBEC3G blk -3%, D1 antagonist 3, Vif-A3F inh -5% and D1 agonist 3.
CCn1c(SCc2cccc(C(=O)O)c2)nnc1-c1ccc(Cl)cc1 was read as D2 PAM 7, D1 potentiator -2, LDHA block -3, RXFP1 ag 0.4%, Glioma ERSR ind -6%, Vif-APOBEC3G blk -9%, D1 antagonist -12, Vif-A3F inh -19% and D1 agonist 1.
`Cn1cccc1/C=C1\SC(=Nc2cccc(O)c2)NC1=O` gave D2 PAM -5, D1 potentiator -3, LDHA block -1, RXFP1 ag -2.2%, Glioma ERSR ind 8%, Vif-APOBEC3G blk inconclusive, D1 antagonist 8, Vif-A3F inh -3% and D1 agonist 2.
COc1cc2c(C(=O)N3CCOCC3)c(CSc3ccccc3)n(C)c2cc1Br was read as D2 PAM 11, D1 potentiator -9, LDHA block 2, RXFP1 ag 1.0%, Glioma ERSR ind -4%, Vif-APOBEC3G blk 0%, D1 antagonist 40, Vif-A3F inh -6% and D1 agonist 2.
CCCS(=O)(=O)N1CCc2ccc(NC(=O)c3ccccc3Cl)cc2C1 was read as D2 PAM 3, D1 potentiator 4, LDHA block 0, RXFP1 ag -2.1%, Glioma ERSR ind -4%, Vif-APOBEC3G blk -7%, D1 antagonist -18, Vif-A3F inh 3% and D1 agonist 6.
Screening COc1ccc(NC(=O)c2ccc(NC(=O)CCS(=O)(=O)c3cccs3)cc2)cc1Cl returned D2 PAM 8, D1 potentiator 0, LDHA block -9, RXFP1 ag 0.0%, Glioma ERSR ind -6%, Vif-APOBEC3G blk -10%, D1 antagonist -12, Vif-A3F inh 2% and D1 agonist 0.
COc1ccc(/C=N/NS(=O)(=O)c2ccc(F)cc2)cc1CN1CCSCC1 was read as D2 PAM 1, D1 potentiator 11, LDHA block -3, RXFP1 ag -2.2%, Glioma ERSR ind -6%, Vif-APOBEC3G blk 2%, D1 antagonist -1, Vif-A3F inh 4% and D1 agonist -1.
For CC(C)Cn1cnc2sc3c(c2c1=N)CCCC3 the results were D2 PAM -4, D1 potentiator -4, LDHA block -2, RXFP1 ag 5.1%, Glioma ERSR ind -4%, Vif-APOBEC3G blk -1%, D1 antagonist 4, Vif-A3F inh 3% and D1 agonist 7.

Ordered by number of heavy atoms (ascending): part of the list above
COC(=O)c1cc2oc(C)cc2n1Cc1cccc(Cl)c1 was read as D2 PAM -1, D1 potentiator -4, LDHA block -2, RXFP1 ag 1.3%, Glioma ERSR ind -3%, Vif-APOBEC3G blk inconclusive, D1 antagonist 19, Vif-A3F inh 2% and D1 agonist 2.
CCn1c(SCc2cccc(C(=O)O)c2)nnc1-c1ccc(Cl)cc1 was read as D2 PAM 7, D1 potentiator -2, LDHA block -3, RXFP1 ag 0.4%, Glioma ERSR ind -6%, Vif-APOBEC3G blk -9%, D1 antagonist -12, Vif-A3F inh -19% and D1 agonist 1.
Screening N#CC1=C(N)N(c2ccccc2)C2=C(C(=O)CCC2)C1c1ccccc1 (configuration not stated) returned D2 PAM 7, D1 potentiator 5, LDHA block 26, RXFP1 ag -1.8%, Glioma ERSR ind -2%, Vif-APOBEC3G blk -3%, D1 antagonist 3, Vif-A3F inh -5% and D1 agonist 3.
For CC(NCc1ccccc1Cl)C(=O)Nc1ccc(S(=O)(=O)N2CCCC2)cc1 (configuration not stated) the results were D2 PAM 7, D1 potentiator -2, LDHA block inconclusive, RXFP1 ag 2.2%, Glioma ERSR ind -4%, Vif-APOBEC3G blk 0%, D1 antagonist -11, Vif-A3F inh 1% and D1 agonist 2.

More results:
Cc1n[nH]c(=S)n(NC(=O)/C=C/C(=O)Nn2c(=S)[nH]nc(C)c2=O)c1=O was read as D2 PAM 7, D1 potentiator -3, LDHA block -15, RXFP1 ag 2.7%, Glioma ERSR ind -1%, Vif-APOBEC3G blk 0%, D1 antagonist 3, Vif-A3F inh -18% and D1 agonist 2.
C[C@@H](CO)NC(=O)c1ccc2c3n(nc2c1)-c1ccccc1CO3 was read as D2 PAM -5, D1 potentiator 5, LDHA block -6, RXFP1 ag 0.9%, Glioma ERSR ind -12%, Vif-APOBEC3G blk 3%, D1 antagonist 2, Vif-A3F inh 1% and D1 agonist 1.
Screening CNCc1ccccc1OCC(=O)Nc1ccccc1OC returned D2 PAM -22, D1 potentiator -2, LDHA block -10, RXFP1 ag 0.6%, Glioma ERSR ind 1%, Vif-APOBEC3G blk 1%, D1 antagonist -7, Vif-A3F inh -5% and D1 agonist 3.
COC(=O)/C(N=Nc1c(C)n(C)n(-c2ccccc2)c1=O)=C(\C)O was read as D2 PAM 10, D1 potentiator 1, LDHA block -4, RXFP1 ag 0.2%, Glioma ERSR ind -2%, Vif-APOBEC3G blk -1%, D1 antagonist -9, Vif-A3F inh 2% and D1 agonist 1.
Cc1nnc(SCC(=O)NC2CCCC2)n1C(C)C was read as D2 PAM 15, D1 potentiator -4, LDHA block -3, RXFP1 ag -0.4%, Glioma ERSR ind 11%, Vif-APOBEC3G blk -1%, D1 antagonist 6, Vif-A3F inh -2% and D1 agonist 0.
COc1ccc(C(=O)Nc2ccc(C3=NNC(=O)CC3C)cc2NC(=O)c2ccc(OC)cc2)cc1 (configuration not stated) was read as D2 PAM 7, D1 potentiator 3, LDHA block -3, RXFP1 ag 0.6%, Glioma ERSR ind -3%, Vif-APOBEC3G blk -1%, D1 antagonist -9, Vif-A3F inh 10% and D1 agonist 1.
Screening O/C(=C\c1ccc2ccccc2n1)c1ccncc1 returned D2 PAM 3, D1 potentiator -3, LDHA block -3, RXFP1 ag -0.3%, Glioma ERSR ind -8%, Vif-APOBEC3G blk -25%, D1 antagonist 6, Vif-A3F inh -21% and D1 agonist 45*.
`Cc1cccc(Cn2c(C(C)O)nc3ccccc32)c1` (configuration not stated) gave D2 PAM -2, D1 potentiator -6, LDHA block 1, RXFP1 ag -0.7%, Glioma ERSR ind -3%, Vif-APOBEC3G blk 0%, D1 antagonist 8, Vif-A3F inh 3% and D1 agonist 5.
For Cc1ccc(N(C(=O)Cn2nnc(-c3ccccc3F)n2)C(C(=O)NC2CCCC2)c2ccncc2)cc1 (configuration not stated) the results were D2 PAM 1, LDHA block -10, RXFP1 ag -0.5%, Glioma ERSR ind -1%, Vif-APOBEC3G blk 2%, D1 antagonist 13, Vif-A3F inh 5% and D1 agonist 4.
`Cc1ccc(NC(=O)CC2OC(=O)c3ccccc32)cc1S(=O)(=O)N1CCCCCC1` (configuration not stated) gave D2 PAM 19, D1 potentiator -1, LDHA block 1, RXFP1 ag -2.1%, Glioma ERSR ind -3%, Vif-APOBEC3G blk -8%, D1 antagonist -7, Vif-A3F inh 6% and D1 agonist 1.
Cc1ccc(S(=O)(=O)N2CCN(C(=O)CCn3nc(C)c(C)c3C)CC2)cc1 was read as D2 PAM -13, D1 potentiator -6, LDHA block -8, RXFP1 ag -4.6%, Glioma ERSR ind -1%, Vif-APOBEC3G blk 0%, D1 antagonist 5, Vif-A3F inh -24% and D1 agonist 2.
`COc1ccccc1NC(=O)COC(=O)c1ccc(N2CCCC2=O)cc1` gave D2 PAM 4, D1 potentiator 0, LDHA block -1, RXFP1 ag 2.3%, Glioma ERSR ind -1%, Vif-APOBEC3G blk -1%, D1 antagonist -31*, Vif-A3F inh -3% and D1 agonist 4.
Screening O=C(CS(=O)(=O)c1ccccc1)Nc1nc2ccccc2s1 returned D2 PAM 8, D1 potentiator 1, LDHA block 3, RXFP1 ag -0.4%, Glioma ERSR ind 3%, Vif-APOBEC3G blk -5%, D1 antagonist -25, Vif-A3F inh -5% and D1 agonist 4.

Some of the compounds tested, so the mix of outcomes need not match the whole.
